Screening data: PubChem, Broad Institute
KDM4C inh – inhibitors of GASC-1 (KDM4C) histone demethylase, primary screen, biochemical, single concentration HTS. Lysine-specific demethylase 4C (Homo sapiens), Q9H3R0. GST-KDM4C 2-372, H3K9me3 peptide, LANCE TR-FRET. inhibition, % at 12.5 µM. 0.15% of 96,000 active. AID 720574, 2013;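 active = mean replicate inhibition above about 25%, with at least 55% of replicates also reaching it, limit read from the data, passing the limit was not always enough; inconclusive = only one of those two conditions met; inactive = neither condition met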
Target sequence (Q9H3R0 2-372 limits assumed): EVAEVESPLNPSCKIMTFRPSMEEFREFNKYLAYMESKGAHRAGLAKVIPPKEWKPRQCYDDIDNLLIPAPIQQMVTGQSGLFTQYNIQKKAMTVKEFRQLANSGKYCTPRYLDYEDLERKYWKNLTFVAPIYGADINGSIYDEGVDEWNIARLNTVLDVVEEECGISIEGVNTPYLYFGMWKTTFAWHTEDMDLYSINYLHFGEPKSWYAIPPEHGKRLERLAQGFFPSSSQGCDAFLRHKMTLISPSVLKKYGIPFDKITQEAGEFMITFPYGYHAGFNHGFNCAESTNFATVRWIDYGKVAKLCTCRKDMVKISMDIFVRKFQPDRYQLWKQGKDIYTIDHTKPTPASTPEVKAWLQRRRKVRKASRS
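System – N-terminal GST-fused human GASC-1 (KDM4C) fragment, residues 2-372 · Input – enzyme final amount 10 nM · Technique – LANCE TR-FRET, Eu antibody, ULight-streptavidin, EDTA, ex 340 nm, em 618/671 nm · Medium – HEPES buffer, pH 7.5, plus ascorbate · Incubation – enzyme reaction 30 min, then detection 60 min, both room temperature · Reagent – H3K9me3 peptide with Fe(II)/2OG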
T cruzi growth – T. cruzi intracellular proliferation inhibitors, primary screen, cell-based, beta-gal Tulahuen parasites, NIH3T3 host, luminescence; T. cruzi beta-gal in NIH3T3, GalScreen luminescence, 90 h; inhibition, % at 8.34 µM; 5.9% of 77,000 active;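 active = mean inhibition above about 93%, with at least 55% of replicates each passing it, limit read from the data, passing the limit was not always enough; inconclusive = only one of those two conditions holds; inactive = neither condition holds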
C diff growth – C. difficile growth inhibitors, primary screen, HTS | Clostridium difficile clinical isolate growth, OD600, 24 h; active compounds read low | growth activity, negative = inhibition, % at 16 µg/mL (by protocol) | 0.25% of 86,000 active | AID 1259249, 2017;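 active = mean growth activity at or below -80% and every replicate also at or below -80%; inconclusive = mean at or below -80% but some replicate above -80%; inactive = mean growth activity above -80%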;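 note: 0% = DMSO wells and -100% = levofloxacin 16 µg/mL wells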
Pf Dd2 inh – P. falciparum Dd2 growth inhibitors, primary screen, SYBR Green fluorescence, single dose replicates; 72 h; active compounds read low; activity change, % at 10 µM; 2.3% of 94,000 active; AID 1159554, 2015; in the data active = activity change below about -80%; inconclusive = no clear call, values can overlap the other calls
* = called active by the depositor; ? = inconclusive; / = not tested or not shown; & = joins results of further samples.

smiles,KDM4C inh,T cruzi growth,C diff growth,Pf Dd2 inh
CCCNC(=O)Nc1ccc2c(c1)C(=O)N(C)C[C@@H](OC)[C@@H](C)CN(C(=O)CC)[C@@H](C)CO2,0.3,18,0,2
C[C@@H]1CN([C@@H](C)CO)C(=O)c2cc(NC(=O)Cc3ccccc3)ccc2O[C@@H](C)CCCCO[C@H]1CN(C)S(=O)(=O)c1cccs1,-1.1,-28,8,-31
C[C@H]1CN([C@@H](C)CO)C(=O)Cc2cc(NS(=O)(=O)c3ccccc3)ccc2O[C@H]1CN(C)CC1CC1,-0.1,43,0,4
C[C@H](CO)N1C[C@H](C)[C@H](CN(C)Cc2ccc(Oc3ccccc3)cc2)Oc2ccc(NC(=O)Cc3cn(C)c4ccccc34)cc2C1=O,-1.0,?,15,-56
CC(=O)N1[C@H](C(=O)N(C)C)[C@@H](CO)[C@@H]2Cn3c(ccc(-c4ccccc4F)c3=O)[C@@H]21,0.5,15,-3,/
CO[C@H]1CC[C@@H]2CCN(C)C(=O)[C@@H](C)[C@H](OC)CN(C)C(=O)c3cccc(C#N)c3OC[C@@H]1O2,-0.6,2,/,16
Cc1ccc(S(=O)(=O)Nc2ccc3c(c2)C(=O)N([C@H](C)CO)C[C@@H](C)[C@H](CN(C)Cc2ccc4c(c2)OCO4)O3)cc1,-2.1,65,-1,21
O=C(c1ccncc1)N1CC(=O)N2[C@H](C1)[C@@H](c1ccc(-c3ccccc3)cc1)[C@@H]2CO,-0.8,/,-5,-69
CCCN(C)C[C@H]1OCCCC[C@@H](C)Oc2ccc(NS(=O)(=O)c3cn(C)cn3)cc2C(=O)N([C@H](C)CO)C[C@@H]1C,-2.7,91,-1,23
COc1ccc2c3c([nH]c2c1)[C@@H](CO)N(C(=O)c1ccc(F)cc1)CC31CN(C(=O)NC(C)C)C1,-0.6,/,2,47
C[C@H](CO)N1C[C@H](C)[C@H](CN(C)Cc2ccc(C(F)(F)F)cc2)Oc2c(NC(=O)Nc3ccccc3)cccc2C1=O,1.5,14,0,-4
C[C@@H]1CN([C@H](C)CO)C(=O)c2cccc(NC(=O)Nc3cccc4ccccc34)c2O[C@@H]1CN(C)C(=O)Nc1ccc2c(c1)OCO2,-0.3,80,6,-83*
C[C@H]1CN([C@@H](C)CO)C(=O)c2cc(NC(=O)Cc3ccccc3)ccc2O[C@H]1CN(C)CC1CCCCC1,0.1,8,1,15
O=C(Nc1cccc(Cl)c1)N[C@@H]1CC[C@@H](CCNC(=O)C2CCC2)O[C@H]1CO,-1.0,/,2,7
C[C@@H]1CN([C@@H](C)CO)C(=O)c2cc(C3=CCCCC3)cnc2O[C@H]1CN(C)Cc1ccc(C(=O)O)cc1,1.7,/,-7,15
C[C@@H]1CN([C@H](C)CO)C(=O)Cc2cc(NC(=O)NC3CCCCC3)ccc2O[C@H]1CN(C)S(C)(=O)=O,-0.2,-19,-4&-1,40&1
C[C@@H]1CN([C@H](C)CO)C(=O)Cc2cc(NC(=O)CCCCCC(=O)Nc3ccccc3N)ccc2O[C@@H]1CN(C)C(=O)NC1CCCCC1,2.4,43,0,3
Cc1ccc(S(=O)(=O)Nc2ccc3c(c2)C(=O)N([C@@H](C)CO)C[C@H](C)[C@H](CN(C)S(=O)(=O)c2cccs2)OCCCC[C@@H](C)O3)cc1,-1.9,/,-1,/
CN1C(=O)c2cc(NC(=O)c3cccc(F)c3)ccc2OC[C@H]2O[C@@H](CC(=O)NCC3CCCCC3)CC[C@H]21,-1.7&0.2,88&89,0&2,/
O=C(NC1CCCCC1)N[C@H]1CC[C@@H](CCNS(=O)(=O)c2ccc(F)cc2)O[C@H]1CO,0.5,-45,-4,6

Only KDM4C inh and Pf Dd2 inh, for three of the compounds above:
Compound | KDM4C inh | Pf Dd2 inh
O=C(c1ccncc1)N1CC(=O)N2[C@H](C1)[C@@H](c1ccc(-c3ccccc3)cc1)[C@@H]2CO | -0.8 | -69
COc1ccc2c3c([nH]c2c1)[C@@H](CO)N(C(=O)c1ccc(F)cc1)CC31CN(C(=O)NC(C)C)C1 | -0.6 | 47
CCCN(C)C[C@H]1OCCCC[C@@H](C)Oc2ccc(NS(=O)(=O)c3cn(C)cn3)cc2C(=O)N([C@H](C)CO)C[C@@H]1C | -2.7 | 23

Further results follow:
smiles,KDM4C inh,T cruzi growth,C diff growth,Pf Dd2 inh
CCCNC(=O)N1C[C@H](C)[C@H](OC)CN(C)C(=O)c2ccc(NS(=O)(=O)CC(F)(F)F)cc2OC[C@H]1C,-0.5,29,/,0
Cc1noc(C)c1NC(=O)NCC[C@@H]1CC[C@@H](NC(=O)c2ccncc2)[C@@H](CO)O1,-1.1,-42,7,16
C[C@H]1CN([C@@H](C)CO)S(=O)(=O)c2ccc(C#Cc3ccncc3)cc2O[C@H]1CN(C)S(=O)(=O)c1ccc(F)cc1,-2.9,118*,10,-89*
N#C[C@@H]1[C@@H](c2ccccc2C2=CCCCC2)[C@H](CO)N1C(=O)CN1CCOCC1,2.0,/,-5,0
COc1ccc(S(=O)(=O)N2CCCCN3[C@@H](CO)[C@@H](c4ccc(C#CCC(C)C)cc4)[C@@H]3C2)cc1,-0.8,34,-16,-88*
CCCC(=O)Nc1ccc2c(c1)C(=O)N(C)C[C@H](OC)[C@@H](C)CN(C(=O)c1ccccn1)[C@@H](C)CO2,2.8,14,/,8
O=C(C[C@@H]1C=C[C@@H](NC(=O)Cc2ccccn2)[C@@H](CO)O1)NCCc1ccccc1,-0.6,/,3,40
COc1cccc(-c2ccc3c(c2)[C@H]2[C@H](CCN2C(=O)CC2CC2)[C@H](CO)N3C)c1,2.1,9,-2,-9
CC(C)NC(=O)N[C@@H]1CC[C@H](CCNC(=O)C2CCCC2)O[C@@H]1CO,1.3,-53,2,8
COc1ccc(S(=O)(=O)N(C)C[C@@H]2OCCCC[C@@H](C)Oc3ccc(NC(=O)Nc4ccc5c(c4)OCO5)cc3C(=O)N([C@@H](C)CO)C[C@H]2C)cc1,1.8,?,0,-82*
COc1ccc(CN(C)C[C@@H]2Oc3ccc(NC(=O)Nc4c(C)noc4C)cc3C(=O)N([C@H](C)CO)C[C@H]2C)cc1,1.8,0,0,8
COc1ccc(-c2ccc([C@@H]3[C@@H](CO)N4C(=O)CN(C(=O)c5ccc6c(c5)OCO6)C[C@H]34)cc2)cc1,-2.0,/,6,-21
Cc1noc(C)c1NC(=O)N(C)C[C@H]1OCCCC[C@H](C)Oc2ccc(NC(=O)c3ccccc3)cc2C(=O)N([C@H](C)CO)C[C@@H]1C,-1.3,-3,/,-5
C[C@@H]1CCCCO[C@@H](CN(C)Cc2ccc3c(c2)OCO3)[C@@H](C)CN([C@H](C)CO)C(=O)c2cc(NS(=O)(=O)c3cn(C)cn3)ccc2O1,-0.3,-19,3,19
O=S(=O)(N[C@H]1CC[C@@H](CCNS(=O)(=O)c2ccccc2Cl)O[C@H]1CO)c1ccccc1,-0.9,-24,-10,9
CO[C@@H](CN(C)S(=O)(=O)c1ccc(F)cc1)[C@H](C)CN([C@@H](C)CO)S(=O)(=O)c1cccc(Cl)c1,-0.7,81,/,-35
CO[C@@H]1CN(C)C(=O)c2cc(NS(=O)(=O)CC(F)(F)F)ccc2OC[C@@H](C)N(Cc2nccs2)C[C@@H]1C,-0.4,9,/,0
O=C(C[C@H]1CC[C@H](NC(=O)CC2CC2)[C@@H](CO)O1)NCc1ccc(Cl)cc1,-0.4,-35,/,-22
COc1ccc(NC(=O)Nc2cccc3c2O[C@@H](CN(C)CC2CCCCC2)[C@H](C)CN([C@H](C)CO)C3=O)cc1,0.8,67,-5,-12
O=C(N[C@H]1CC[C@H](CCNC(=O)C2CCCCC2)O[C@@H]1CO)c1ccncc1,0.1,-27,3,2

For reference, four of the compounds above:
smiles,KDM4C inh,T cruzi growth,C diff growth,Pf Dd2 inh
Cc1noc(C)c1NC(=O)N(C)C[C@H]1OCCCC[C@H](C)Oc2ccc(NC(=O)c3ccccc3)cc2C(=O)N([C@H](C)CO)C[C@@H]1C,-1.3,-3,/,-5
C[C@@H]1CCCCO[C@@H](CN(C)Cc2ccc3c(c2)OCO3)[C@@H](C)CN([C@H](C)CO)C(=O)c2cc(NS(=O)(=O)c3cn(C)cn3)ccc2O1,-0.3,-19,3,19
O=S(=O)(N[C@H]1CC[C@@H](CCNS(=O)(=O)c2ccccc2Cl)O[C@H]1CO)c1ccccc1,-0.9,-24,-10,9
CO[C@@H](CN(C)S(=O)(=O)c1ccc(F)cc1)[C@H](C)CN([C@@H](C)CO)S(=O)(=O)c1cccc(Cl)c1,-0.7,81,/,-35

New compounds follow
smiles,KDM4C inh,T cruzi growth,C diff growth,Pf Dd2 inh
COc1ccc(S(=O)(=O)N[C@@H]2CC[C@@H](CC(=O)NCCc3ccccc3)O[C@H]2CO)cc1,-0.5,/,0,-5
CCOC(=O)N(C)C[C@H]1OCc2ccccc2-c2ccccc2C(=O)N([C@H](C)CO)C[C@@H]1C,-0.5,-15,/,-40
C[C@@H]1CN([C@H](C)CO)C(=O)Cc2cc(NC(=O)Cn3cnnn3)ccc2O[C@@H]1CN(C)S(=O)(=O)c1cccs1,2.3,32,7,13
COc1ccc(NC(=O)Nc2ccc3c(c2)C(=O)N([C@H](C)CO)C[C@H](C)[C@@H](CN(C)S(=O)(=O)c2ccc(Cl)cc2)OCCCC[C@H](C)O3)cc1,0.2,115*,3,-69
C[C@H](CO)N1C[C@H](C)[C@H](CN(C)C(=O)Nc2ccc(C(F)(F)F)cc2)OCCCC[C@H](C)Oc2ccc(NC(=O)Nc3cccc4ccccc34)cc2C1=O,-1.2,11,-13,30
CO[C@@H](CN(C)C(=O)Nc1ccc(C(F)(F)F)cc1)[C@@H](C)CN(Cc1ccccc1Cl)[C@@H](C)CO,0.1,72,/,-51
O=C(CC(F)(F)F)N1C[C@H]2[C@@H](c3ccccc31)[C@H](CO)N2C(=O)C1CCCCC1,1.6,16,-11,6
C[C@@H]1CN([C@H](C)CO)C(=O)c2cccc(NC(=O)CCCCCC(=O)Nc3ccccc3N)c2O[C@@H]1CN(C)Cc1ccc2c(c1)OCO2,11,/,1,-85*
Cc1ccc(-c2cnc3c(c2)C(=O)N([C@@H](C)CO)C[C@@H](C)[C@H](CN(C)C(=O)c2ccccc2)O3)cc1,-1.3,56,-9,-9
C/C=C/c1ccc([C@H]2[C@@H](CO)N(C(=O)Nc3ccccc3F)[C@H]2C#N)cc1,-0.4,105*,-2,-2
CNC[C@H]1Oc2cc(C#Cc3ccncc3)ccc2S(=O)(=O)N([C@@H](C)CO)C[C@H]1C,7.3,/,32,-26
CC(C)CC#Cc1ccc([C@@H]2[C@H]3CN(C(=O)c4cccc(F)c4)CC(=O)N3[C@H]2CO)cc1,-0.4,/,9,-45
CC(C)c1cn(CC[C@H]2CC[C@@H](NC(=O)C3CCCCC3)[C@H](CO)O2)nn1,-0.6,/,-2,/
C[C@H]1CCCCO[C@H](CN(C)C(=O)Nc2ccc(F)cc2)[C@@H](C)CN([C@@H](C)CO)C(=O)c2cc(NC(=O)Nc3ccc4c(c3)OCO4)ccc2O1,/,-18,-2,-30

3 of the compounds above, with two lines to a compound.
Values in the order – KDM4C inh, T cruzi growth, C diff growth, Pf Dd2 inh
- C[C@H](CO)N1C[C@H](C)[C@H](CN(C)C(=O)Nc2ccc(C(F)(F)F)cc2)OCCCC[C@H](C)Oc2ccc(NC(=O)Nc3cccc4ccccc34)cc2C1=O
 : -1.2, 11, -13, 30
- CC(C)c1cn(CC[C@H]2CC[C@@H](NC(=O)C3CCCCC3)[C@H](CO)O2)nn1
 : -0.6, /, -2, /
- CNC[C@H]1Oc2cc(C#Cc3ccncc3)ccc2S(=O)(=O)N([C@@H](C)CO)C[C@H]1C
 : 7.3, /, 32, -26
